# Compound activity from PubChem BioAssay.
# KCNQ1 act: potentiators or activators of human KCNQ1 potassium channel; actives 0.35% (n = 310,000); AID 2648; CHO-K1 KCNQ1, thallium flux FluxOR fluorescence; active compounds read high; B-score at 10 µM;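 active = fluorescence ratio B-score, a plate-corrected score, at least three library SD, with initial intensity B-score within 5 SD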
#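 Assay system: CHO-K1 cells stably expressing KCNQ1; Medium: assay buffer with matched DMSO; Also added: K+/Tl+ depolarizing stimulus; Dosing: single dose; Timing: dye 90 min, compound 20 min, room temperature; Measured by: kinetic FluxOR thallium fluorescence, 10-s 1-Hz baseline, 110-s post-stimulus read; Read-out: peak-minus-minimum fluorescence over initial fluorescence, negative-control normalized, B-scored.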
# KCNK3 block: human KCNK3 channel inhibition, primary screen; AID 602410; actives 0.84% (n = 340,000); CHO-KCNK3 thallium flux, FluxOR fluorescence; active compounds read low; O14649; B-score at 10 µM;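 active = B-score under library mean minus 4 SD, starting fluorescence ratio at most library mean plus 5 SD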;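 also: more negative B-score means stronger inhibition of thallium flux through KCNK3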
# Target sequence (O14649 whole entry, looked up): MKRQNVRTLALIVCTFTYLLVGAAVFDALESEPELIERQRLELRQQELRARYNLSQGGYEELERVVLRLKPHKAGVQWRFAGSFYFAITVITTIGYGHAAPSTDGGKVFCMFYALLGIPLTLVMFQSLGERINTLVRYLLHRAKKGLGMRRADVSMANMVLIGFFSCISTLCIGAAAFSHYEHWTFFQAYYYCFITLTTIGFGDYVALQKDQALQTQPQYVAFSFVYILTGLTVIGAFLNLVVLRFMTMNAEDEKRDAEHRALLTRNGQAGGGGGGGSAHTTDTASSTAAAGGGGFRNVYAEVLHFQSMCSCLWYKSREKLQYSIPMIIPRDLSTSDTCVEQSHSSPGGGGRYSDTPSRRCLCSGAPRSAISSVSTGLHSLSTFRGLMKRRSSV
# KCNQ1 block: inhibitors of human KCNQ1 potassium channel; P51787; CHO-K1 KCNQ1, FluxOR thallium flux fluorescence; active compounds read high; B-score at 10 µM; actives 1.3% (n = 310,000);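 active = compounds whose thallium flux B-score, printed positive for inhibition, exceeds three library SD while starting fluorescence stays within three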;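 also: channel opened by potassium depolarization with thallium stimulus after 20 min compound exposure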
# PolyA inhibitor: yeast polyadenylation inhibition. actives 0.02% (n = 300,000). AID 1875. S. cerevisiae SKY197-pL101 polyadenylation reporter, beta-gal luminescence; efflux-impaired pdr1/pdr3 knockout yeast; score 100 = 6 SD above DMSO. calls only at 12 µM;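 active = lowest replicate activity score at least 50, where 100 means six control SD above control mean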;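 also: yeast exposed to compound for 9 h at 30 °C; higher score means more reporter readthrough which indicates perturbed polyadenylation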
# TRPC4 PAM: allosteric potentiators of mouse TRPC4 channel; HEK293 TRPC4beta/mu-opioid, DAMGO EC20, Fluo-4 Ca2+ flux; active compounds read high; B-score at 10 µM; actives 0.42% (n = 310,000); AID 2227;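 active = B-score of calcium response area above 5 SD of library B-scores, with initial fluorescence ratio within 5 SD of library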;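 also: B-score of integrated fluorescence ratio over time as area under calcium response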
# TRPC4 agonist: opens the mouse TRPC4 cation channel. HEK293 TRPC4beta/mu-opioid, Fluo4 calcium fluorescence; active compounds read high. B-score at 10 µM. actives 0.49% (n = 310,000);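 active = B-score above 5 SD of library B-scores, and initial fluorescence ratio not above library mean plus 5 SD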;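 also: positive B-score marks a calcium rise read as TRPC4 activation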
#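 Assay system – TRPC4beta and mu-opioid receptor HEK293 stable cells · Measured by – Fluo4 fluorescence, kinetic · Schedule – dye loading 45 min room temperature, 110 s kinetic read · Read-out – B-scored integrated calcium fluorescence ratio · Controls – buffer and maximal DAMGO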
# TRPC4 block: TRPC4 (mouse) channel inhibition; HEK293 TRPC4beta/mu-opioid, DAMGO-evoked Fluo4 calcium flux; active compounds read low; B-score at 10 µM; actives 0.39% (n = 300,000);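 active = B-score over 3 SD under the library average, no early fluorescence shift, positive overall ratio signal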
#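 Assay system: TRPC4beta/mu-opioid receptor HEK293 cell line; compound dosing: single concentration per test compound; detection: Fluo4 Ca2+ flux fluorescence; evaluation: per-well B score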
# hERG protect: compounds protecting human hERG from proarrhythmic drug block. Q12809. CHO-hERG, FluxOR thallium flux, dofetilide IC70 present. activation (rescue from dofetilide block), less the hit threshold, % at 10 µM. actives 0.51% (n = 310,000);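 active = activation above the mean of controls blocked by dofetilide plus 5 SD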;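 also: thallium influx through hERG after potassium depolarization seen as dye fluorescence rise; in these data hits start at about 4.7%; inactives centre near -7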
# Platelet DG rel: platelet dense granule release activity. inhibition, %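 (compounds screened at 7.5 µM in platelet-rich plasma)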. human platelet-rich plasma, SFLLRN dense granule ATP release, luminescence. actives 0.22% (n = 300,000);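 active = mean replicate score, as percent of positive control, at or above 50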
# KCNK9 inh: blocks the human KCNK9 two-pore domain potassium channel; actives 1.2% (n = 310,000); Q9NPC2; B-score at 10 µM; HEK293 KCNK9, FluxOR thallium flux fluorescence; active compounds read low;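 active = ratio B-score over 3 SD below the library mean, with starting fluorescence within 5 SD of its mean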;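 also: negative B-score means less thallium flux so channel inhibition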
# Target sequence (Q9NPC2 whole entry, looked up, the tested form may be a part): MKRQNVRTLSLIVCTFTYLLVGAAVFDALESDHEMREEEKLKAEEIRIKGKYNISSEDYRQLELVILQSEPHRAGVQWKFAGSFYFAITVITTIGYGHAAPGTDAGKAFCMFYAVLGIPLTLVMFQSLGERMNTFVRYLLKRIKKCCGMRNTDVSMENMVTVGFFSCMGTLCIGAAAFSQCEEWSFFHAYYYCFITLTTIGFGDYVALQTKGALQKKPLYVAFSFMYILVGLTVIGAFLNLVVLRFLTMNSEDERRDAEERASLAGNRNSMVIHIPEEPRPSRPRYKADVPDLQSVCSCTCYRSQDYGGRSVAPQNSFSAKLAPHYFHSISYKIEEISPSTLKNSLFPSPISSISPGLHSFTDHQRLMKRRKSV
# DYRK1A inh: inhibitors of rat Dyrk1A kinase. AID 504441. actives 0.43% (n = 310,000). inhibition, % at 12.5 µM. ADP-Glo luminescence, NFATc1 peptide. Q63470; in the data active = inhibition above about 50%;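 also: plate controls were vehicle with enzyme for no effect and no enzyme for full effect; many of its hits are not listed in these tables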
# Starred values were filed as active, the others as inactive; i = inactive; . = no result given.
SMILES,KCNQ1 act,KCNK3 block,KCNQ1 block,PolyA inhibitor,TRPC4 PAM,TRPC4 agonist,TRPC4 block,hERG protect,Platelet DG rel,KCNK9 inh,DYRK1A inh
CC1=C(C(=O)OCc2ccccc2)C(c2cccnc2)c2c(n(C)c(=O)n(C)c2=O)N1 (stereo not given),i,i,i,i,i,i,i,-12,-1,i,-7
CC12CC3(C)CC(C)(C1)CC(C(=O)NCc1ccccn1)(C2)C3,i,i,i,i,i,i,i,-7,-3,i,-6
Cc1ccc(NC(=O)CNCC(c2ccccc2)N(C)C)cc1F (stereo not given),i,i,i,i,i,147*,i,-5,-3,i,-3
Cc1ccc(C(=O)NNC(=O)c2csc(N3CCOCC3)n2)o1,i,i,i,i,i,i,i,-12,-1,i,.
CC1(C(=O)NNC(=O)c2ccc(=O)oc2)CC1Br (stereo not given),i,i,i,i,i,i,i,-7,-4,i,.
O=C(OCCNc1nc(-c2ccccc2)nc2ccccc12)c1ccncc1,i,i,i,i,i,i,i,-8,1,-7.3*,17
COc1cc(C(=O)ON=C2C3CC4CC(C3)CC2C4)cc(OC)c1OC,i,i,i,i,i,i,i,-5,4,i,5
Cc1ccc(-c2cc3nc(C)cc(NCc4ccco4)n3n2)cc1,i,i,i,i,i,i,i,-16,20,i,-8
CC(O)c1nc2ccccc2n1CCOc1ccccc1 (stereo not given),i,i,i,i,i,i,i,-5,-60,i,0
CSc1ccccc1OCc1cc(C(=O)N(C)CCc2c(C)n[nH]c2C)no1,i,i,i,i,i,i,i,-7,-20,i,-3
CCCn1c(SCC(=O)NNC(=O)c2ccc(OC)cc2)nnc1C(C)C,i,i,i,i,i,i,i,-1,0,i,1
CN1C2CCC1/C(=C\c1ccccc1)C(=O)/C2=C\c1ccccc1,i,i,i,i,i,i,i,-11,0,i,-4
CC1CCN(CC(=O)Nc2sc3c(c2C#N)CCC3)CC1,i,i,i,i,i,i,.,-1,-17,i,8
Cc1cc(C)n(-c2ccc(C(=O)Nc3ccccc3N3CCOCC3)cc2)n1,i,i,i,i,i,i,i,-19,1,i,4
COc1ccccc1C(=O)Nc1ccc2c(c1)n(C)c(=O)n2C,i,i,i,i,i,i,i,-8,9,i,-1
COc1ccc(-n2nc(C(=O)NCC(=O)N3CCCCCC3)c3ccccc3c2=O)cc1Cl,i,i,i,i,i,i,i,-17,-7,i,10
O=C(CNCC1CCCO1)Nc1ccccc1-n1cccc1 (stereo not given),i,i,i,i,i,i,i,-5,-2,i,-1
O=C1NCCN(Cc2cccc(Oc3ccccc3)c2)C1CC(=O)N1CCCO1 (stereo not given),i,i,i,i,i,i,i,-2,-2,i,-2
Cn1cc(NC(=O)Nc2ccc(C(F)(F)F)cc2)c(C(F)(F)F)n1,i,i,i,i,i,i,i,-9,-1,i,5
CC1CCN(c2nc(-c3ccncc3)nc3ccccc23)CC1,i,i,i,i,i,i,i,-12,0,i,28
C/C(=N/NC(=O)c1ccc(NC(=O)c2ccc(F)cc2)cc1)c1ccccc1,i,i,i,i,i,i,i,-7,-1,i,6
CCCC1(C(=O)O)NC(c2cccc(OC)c2O)C2C(=O)N(c3ccccc3)C(=O)C21 (stereo not given),i,i,i,i,i,i,i,-3,-5,i,2
CC(C)(C)c1cc(-c2ccco2)c(C#N)c(SCC#N)n1,i,i,i,i,i,i,i,-4,-1,-9.6*,-1
O=C1CN(C(=O)NCC(=O)N2CCCC2)c2ccccc2N1,i,i,i,i,i,i,i,-6,-24,i,-3
COc1cccc(C(=O)N2CCN(Cc3ccccc3[N+](=O)[O-])CC2)c1,i,i,i,i,i,i,i,-13,0,i,0
Cc1cc(=O)c2ccccc2[nH]1,i,i,i,i,i,i,i,-4,-6,i,13
COc1ccc(CN2CCC(n3nccc3NC(=O)c3cccc(F)c3)CC2)cc1O,i,i,i,i,i,i,i,-13,5,i,-4
CCOC(=O)c1cn(Cc2ccccc2)nn1,i,i,i,i,i,i,i,-3,8,i,-8
CSc1cccc(NC(=O)c2ccccc2N(C)S(C)(=O)=O)c1,i,i,i,i,i,i,i,-19,0,i,2
CCc1ccc2c(c1)[C@]1(C(=O)N2)[C@@H]2C(=O)N(Cc3ccccc3)C(=O)[C@@H]2[C@@H]2CCCN21,i,i,i,i,i,i,i,-18,-6,i,1
O=C(N/N=C/c1ccc(O)cc1)c1cc[n+](Cc2ccccc2)cc1,i,i,i,i,i,i,i,-9,25,i,-1
CC(C)(C)c1ccc(S(=O)(=O)NCc2ccc(C(=O)NCC3CCCO3)cc2)cc1 (stereo not given),i,i,i,i,i,i,i,-7,4,i,-7
C[n+]1cccc(C(=O)NCC2CCCO2)c1 (stereo not given),i,i,i,i,i,i,i,-9,-8,i,-7
CCN(CC)CCN(C(=O)CCOc1ccccc1)c1nc2ccc(F)cc2s1,i,i,i,i,i,i,i,-19,5,i,.
CC(=O)c1sc(NC(=O)c2cccc(C)c2)nc1C,i,i,i,i,i,i,i,-15,11,i,5
COCCNCC(=O)NC12CC3CC(CC(C3)C1)C2,i,i,i,i,i,i,i,-4,-6,i,2
COc1cc(N=c2ssnc2Cl)cc(OC)c1OC,i,i,i,i,i,i,i,-4,0,i,2
Cc1nnc(Nc2ccccc2)n(N)c1=O,i,i,i,i,i,i,i,-10,-6,i,2
CCC(=O)c1ccc(OCC(=O)NCCc2ccccn2)cc1,i,i,i,i,i,i,i,-7,1,i,5
CCC(NC(=O)c1cc(COc2ccc(F)cc2Cl)on1)c1ccncc1 (stereo not given),i,i,i,i,i,i,i,-8,-4,i,9
CCOC(=O)C1(Cc2ccccc2Cl)CCN(C(=O)c2cnccn2)CC1,i,i,i,i,i,i,i,-8,7,i,1
CC(=O)c1cnn(-c2cc(Oc3ccc(F)cc3)ncn2)c1C,i,i,i,i,i,i,i,-6,0,i,12
CC1(C)CSC(=NCc2ccccc2)N1C(=O)c1cccc([N+](=O)[O-])c1,i,i,i,i,i,i,i,1,1,i,-1
COc1cc(OC)cc(OC(=O)c2ccc3c(=O)n4c(nc3c2)CCC4)c1,i,i,i,i,i,i,i,-14,3,i,5
O=C(N/C(=C\c1ccc(Br)cc1)C(=O)N1CCOCC1)c1ccc([N+](=O)[O-])cc1,i,i,i,i,i,i,i,-13,.,i,-4
CCOC(=O)C1CCCN(CC(=O)Nc2c(F)c(F)c(F)c(F)c2F)C1 (stereo not given),i,i,i,i,i,i,i,-10,7,i,0
Cn1c(=O)c2c(nc(NCc3ccc4c(c3)OCO4)n2Cc2ccccc2)n(C)c1=O,i,i,i,i,i,i,i,-9,4,i,4
Cc1cccc(COc2ccccc2C(=O)OCC(=O)N(C)c2c(N)n(Cc3ccccc3)c(=O)[nH]c2=O)c1,i,i,i,i,i,i,i,-19,-3,i,2
Cc1ccsc1/C=N/NC(=O)c1nnn(-c2nonc2N)c1-c1ccccc1,i,i,i,i,i,i,i,-10,6,i,36
O=C(NC1CC1)C(=O)c1c[nH]c2ccccc12,i,i,i,i,i,i,i,-4,-10,i,5
O=C(Nc1ncc(S(=O)(=O)c2ccc([N+](=O)[O-])cc2)s1)c1cccnc1,i,i,i,i,i,i,i,-12,5,i,-6
Cc1ccc(S(=O)(=O)CCSc2nccn2C)cc1,i,i,i,.,i,i,i,-4,2,i,2
Cc1onc(-c2ccccc2)c1C(=O)c1c[nH]c(C(=O)NCCCN2CCOCC2)c1,i,i,i,i,i,i,i,-12,-2,i,13
Cc1ccc(NC(=O)Cc2ncon2)cc1Cl,i,i,i,i,i,i,i,-10,-10,i,-1
Cc1ccccc1NC(=O)C1CCC(=O)N1 (stereo not given),i,i,i,i,i,i,i,-11,-11,i,-3
COc1ccc(C2CC(C(F)(F)F)n3ncc(C(=O)NCC4CCCO4)c3N2)cc1OC (stereo not given),i,i,i,i,i,i,i,0,-3,i,-1
Cc1nn(Cc2ccccc2)c(C)c1/C=N/NC(=O)c1ccccc1O,i,i,i,i,i,i,i,-13,2,i,-5
CCCCn1c(CCCNC(=O)CC)nc2ccccc21,i,i,i,i,i,i,i,-4,4,i,-1
COC(=O)c1ccc(CN2CCCC(CNC(=O)Cc3ccc(OC)cc3)C2)cc1 (stereo not given),i,i,i,.,i,i,i,-8,-5,i,.
CC(=O)CCc1c(C)nc2ccc(C)cc2c1Cl,i,i,i,i,i,i,i,-5,3,i,0

# Rewritten with two lines to a compound: four of the compounds above.
# Under each structure: KCNQ1 act	KCNK3 block	KCNQ1 block	PolyA inhibitor	TRPC4 PAM	TRPC4 agonist	TRPC4 block	hERG protect	Platelet DG rel	KCNK9 inh	DYRK1A inh
Cc1nnc(Nc2ccccc2)n(N)c1=O
    i	i	i	i	i	i	i	-10	-6	i	2
CCC(=O)c1ccc(OCC(=O)NCCc2ccccn2)cc1
    i	i	i	i	i	i	i	-7	1	i	5
CCC(NC(=O)c1cc(COc2ccc(F)cc2Cl)on1)c1ccncc1 (stereo not given)
    i	i	i	i	i	i	i	-8	-4	i	9
CCOC(=O)C1(Cc2ccccc2Cl)CCN(C(=O)c2cnccn2)CC1
    i	i	i	i	i	i	i	-8	7	i	1

# (cont.)
SMILES,KCNQ1 act,KCNK3 block,KCNQ1 block,PolyA inhibitor,TRPC4 PAM,TRPC4 agonist,TRPC4 block,hERG protect,Platelet DG rel,KCNK9 inh,DYRK1A inh
Cc1ccc(NC(=O)CN2CCC(NC(=O)c3ccccc3F)CC2)cc1C,i,i,i,.,i,i,i,-6,2,i,6
Cc1cc(C)c(NC(=S)NC(=O)c2c(Cl)c(C)nn2C)c([N+](=O)[O-])c1,i,i,i,i,i,i,i,-1,-2,i,-9
COc1ccc(CC(=O)Nc2sc3c(c2C#N)CC(C)(C)NC3(C)C)cc1OC,i,i,i,i,i,i,i,-2,4,i,0
CCSc1nnc(-c2ccncc2)n1Cc1ccccc1,i,i,i,i,i,i,i,-5,-1,i,-11
N=C1C(c2ccccc2)=C(O)CN1c1cccc2ccccc12,i,i,i,i,i,i,i,-5,5,i,-4
Cc1ccc(CNC(=O)c2sc3nc4c(c(C(F)(F)F)c3c2N)CCC4)cc1,i,i,i,i,i,i,i,-8,14,i,9
C/C(=N/O)c1ccc(Oc2cnccn2)cc1,i,i,i,i,i,i,i,-3,1,i,11
Cc1cc(C(=O)N/N=C/c2c[nH]c3ccccc23)c(C)o1,i,i,i,i,i,i,i,-12,-41,i,-3

# Not all compounds are listed; count on the stated rates, not on these rows.
